Assay outcomes: PubChem, The Scripps Research Institute Molecular Screening Center
ADAM17 inh = inhibits human ADAM17 | AID 720648 | inhibition, % at 6.95 µM | recombinant ADAM17, EDANS/DABCYL FRET peptide cleavage | P78536 | 370,000 compounds, 0.83% hits;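 active means inhibition above the mean of compounds lying between control limits plus 3 SD, set per campaign, cut at about 8.5% in these data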;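 further: 0% = DMSO-only wells as the low control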
ADAM10 inh = inhibits human ADAM10; recombinant ADAM10, EDANS/DABCYL FRET peptide cleavage, 3 h; inhibition, % at 7 µM; 370,000 compounds, 0.62% hits; AID 720582;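 active means inhibition above a per-campaign cutoff equal to the mean of compounds falling between control-based bounds plus 3 SD, cut at about 20% in these data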;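 further: 0% = DMSO wells while the 100% control is not disclosed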
Target sequence (O14672 214-748 limits assumed): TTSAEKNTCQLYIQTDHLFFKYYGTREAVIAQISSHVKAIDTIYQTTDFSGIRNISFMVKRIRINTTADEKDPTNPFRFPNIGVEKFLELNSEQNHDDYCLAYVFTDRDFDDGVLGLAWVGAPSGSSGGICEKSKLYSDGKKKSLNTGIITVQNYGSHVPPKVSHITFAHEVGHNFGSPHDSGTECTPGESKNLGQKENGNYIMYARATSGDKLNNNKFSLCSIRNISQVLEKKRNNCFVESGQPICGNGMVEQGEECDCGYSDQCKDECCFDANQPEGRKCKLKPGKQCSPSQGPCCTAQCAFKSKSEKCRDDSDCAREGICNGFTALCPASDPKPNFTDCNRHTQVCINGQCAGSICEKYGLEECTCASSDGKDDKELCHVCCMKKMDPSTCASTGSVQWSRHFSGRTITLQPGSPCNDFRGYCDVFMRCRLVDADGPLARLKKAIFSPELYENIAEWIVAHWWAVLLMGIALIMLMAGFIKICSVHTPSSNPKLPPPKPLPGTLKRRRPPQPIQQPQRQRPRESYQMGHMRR
Tn6 DDE FP = disrupts Tn6 cyclic peptide binding to fibrin D-Dimer-E complex; P02675; Fibrin DD(E) TRITC-Tn6 fluorescence polarization displacement; inhibition, % at 8.3 µM; 370,000 compounds, 0.21% hits; AID 720509;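 active means inhibition above a per-campaign cutoff: mean of compounds within control limits plus 3 SD, cut at about 15% in these data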;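 further: 0% = median of all compound wells on the plate and 100% = blocking peptide control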
TDP2 absorb = blocks human TDP2 phosphodiesterase activity; recombinant TDP2, T5PNP hydrolysis, p-nitrophenol absorbance 415 nm; O95551; inhibition, % at 12.8 µM; 370,000 compounds, 0.34% hits;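 active means inhibition above the mean of all tested compounds plus 3 SD, set per campaign, cut at about 25% in these data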;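 further: 0% = DMSO with enzyme and 100% = buffer with substrate but no TDP2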
Target sequence (O95551 whole entry, looked up): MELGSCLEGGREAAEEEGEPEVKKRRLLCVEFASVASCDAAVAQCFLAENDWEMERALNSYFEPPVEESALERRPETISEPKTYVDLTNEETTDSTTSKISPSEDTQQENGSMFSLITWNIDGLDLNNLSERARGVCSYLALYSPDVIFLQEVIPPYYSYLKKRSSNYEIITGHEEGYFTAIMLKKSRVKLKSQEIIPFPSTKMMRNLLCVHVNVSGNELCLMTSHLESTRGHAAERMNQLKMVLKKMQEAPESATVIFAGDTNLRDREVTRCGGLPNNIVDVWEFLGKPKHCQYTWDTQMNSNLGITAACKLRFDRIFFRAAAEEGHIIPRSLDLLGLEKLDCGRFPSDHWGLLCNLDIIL
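System – recombinant human TDP2 · Amount – 120 nM TDP2 per well · Buffer or medium – Mg2+-containing Tris-HCl buffer, pH 7.5 · Reagent – T5PNP substrate, 5 mM · Dosing – 12.8 µM single point, 1% DMSO · Incubation – 2 h at 37 °C · Measured by – epi absorbance · Read-out basis – percent inhibition · Benchmarks – high control without enzyme, low control DMSO plus TDP2 · Repeats – singlicate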
ARFGAP1 inhibitor = inhibitors of rat ARFGAP1. Q62848. Arfgap1-stimulated ARF1 GTP hydrolysis, GDP FP detection. inhibition, % at 16.5 µM. 360,000 compounds, 0.26% hits;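 active means inhibition above a per-plate limit, mean inhibition of low control wells plus 3 SD, cut at about 25% in these data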;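 further: 0% = DMSO wells with enzyme and 100% = wells lacking Arfgap1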
Target sequence (Q62848 1-136 limits assumed): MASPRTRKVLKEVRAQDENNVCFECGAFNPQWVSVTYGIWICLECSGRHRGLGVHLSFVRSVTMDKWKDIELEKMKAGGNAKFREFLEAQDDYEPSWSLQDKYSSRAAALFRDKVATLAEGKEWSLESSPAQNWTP
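system = rat Arfgap1 catalytic domain, aa 1-136 | technique = FP, GDP Alexa 633 tracer displaced from anti-GDP antibody, 620/688 nm | compound = one concentration, 16.5 µM, DMSO 1.26% | medium = HEPES-based buffer, pH 7.5 | timing = compound-enzyme preincubation 20 min, reaction 120 min, detection 60 min, 25 °C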
ASAP1 GAP inh = inhibitors of human ASAP1 ArfGAP activity | Q9ULH1 | ASAP1-stimulated ARF1 GTP hydrolysis, GDP FP detection | inhibition, % at 16.5 µM | 360,000 compounds, 0.19% hits | AID 624377; in the data active means inhibition above about 25%;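 further: 0% = vehicle with enzyme and substrate and 100% = no enzyme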
Tn7 DDE FP = disrupts Tn7 cyclic peptide binding to fibrin D-Dimer-E complex | P02675 | FP displacement of FITC-Tn7 peptide from fibrin DD(E); 0% = median of compound wells per plate | inhibition, % at 8.3 µM | 370,000 compounds, 0.13% hits;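 active means inhibition above the mean of compounds falling within the control limits plus 3 SD of them, cut at about 14% in these data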;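 further: 0% = plate median of compound wells and 100% = 10 µM Aha-Tn7 peptide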
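Test system: human clot-derived fibrin DD(E) complex / Quantity: 2 µM final DD(E) protein / Incubation: 10 min plus 3 h, room temperature / Measured by: fluorescence polarization / Benchmarks: high control of 10 µM Aha-Tn7 peptide / Replicates: singlicate testing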
KLK7 zymogen act = activates the human kallikrein-7 zymogen; activation, % at 7 µM; P49862; purified proKLK7, EDANS-DABCYL substrate fluorescence; 100% is mature enzyme control, 0% vehicle; 370,000 compounds, 0.9% hits;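 active means activation above the mean of all tested compounds plus 3 SD, computed per campaign excluding outliers beyond control limits, cut at about 13% in these data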
PLCg1 inh = PLC-gamma1 (human) inhibition, primary screen; inhibition, % at 12.2 µM; 370,000 compounds, 0.84% hits; AID 720700; P19174; purified PLC-gamma1, fluorogenic substrate, fluorescence; in the data active means inhibition above about 9.5%
LEDGF integ inh = blocks HIV-1 LEDGF/p75-dependent DNA integration. TR-FRET IN-LEDGF/p75 DNA integration, Eu/Cy5. inhibition, % at 3.7 µM. 370,000 compounds, 0.64% hits. AID 743269;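 active means inhibition above the screen-wide mean plus 3 SD, cut at about 13% in these data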;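 further: signal is the Cy5 over europium emission ratio at 671 and 618 nm; 0% = plate median of compound wells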
Numbers without * were called inactive; x = not tested or not shown. Compounds were not picked by outcome (roughly 4.2% active in at least one column).

compound,ADAM17 inh,ARFGAP1 inhibitor,Tn6 DDE FP,PLCg1 inh,TDP2 absorb,ADAM10 inh,KLK7 zymogen act,Tn7 DDE FP,LEDGF integ inh,ASAP1 GAP inh
O=C(CCc1nc2sc3c(c2c(=O)[nH]1)CCCC3)Nc1ccccc1Cl,-5,1,2,-14,5,-14,-0.3,-1,3,-10
O=C1NC(=S)N/C1=C/c1cccc([N+](=O)[O-])c1O,-3,-10,4,-5,5,-1,-0.3,4,0,-8
CC(Sc1ccccn1)C(=O)Nc1ccccc1 (configuration not stated),-2,4,0,-2,6,-6,0.3,2,-4,9
Oc1cccc(Nc2ncnc3c2oc2ccccc23)c1,-4,-1,-1,-28,14,-10,-0.3,-4,-5,6
COc1ccc(OC)c(NC=C2C(=O)OC(C)(C)OC2=O)c1,-5,0,4,-13,3,2,-2.0,-8,-3,3
CCOc1ccccc1NC(=O)/C(C#N)=C/c1cccnc1,-4,-2,4,-1,-12,3,0.3,0,4,8
COC(=O)c1ccc(-c2nc3cc(N)ccc3o2)cc1,-4,10,0,-165,8,-7,-0.3,-2,-2,1
CC1(C(=O)Nc2cccc(C#N)c2)CCN1C(=O)CCc1ccccc1 (configuration not stated),-1,1,1,0,2,0,0.3,2,-4,1
CCNC(=O)Nc1nc2ccccc2s1,1,9,-9,1,-1,-1,-0.5,-6,3,-1
COc1ccc(-c2nc(C(N)=O)c3[nH]c(=O)n(-c4cccc(C)c4)c3n2)c(OC)c1,-6,-5,-2,-12,3,-31,-2.2,-4,-2,2
CCCCOc1ccc(S(=O)(=O)N2CCN(c3ccc(N4CCN(CC)CC4)nn3)CC2)cc1,-20,-2,-4,-38,1,-78,-1.7,0,1,1
S=C(NCc1ccco1)Nc1cc(-c2ccccc2)[nH]n1,7,17,1,9.6*,18,2,0.4,-1,10,13
COc1ccc(C(NC(=O)c2ccc(F)cc2)c2ccccc2)cc1 (configuration not stated),-1,5,7,3,-3,1,0.6,5,4,10
COc1ccc(-c2noc(CCC(=O)NC3CCCC3)n2)cc1,-5,-2,-1,-1,15,1,0.1,5,-3,-4
O=C(CCN1C(=O)[C@@H]2Cc3ccccc3CN2C1=O)NCc1ccc(Cl)cc1,-8,-7,-4,1,-3,-4,-0.4,-3,1,-2
CCOC(=O)C[C@H]1c2ccc(C(F)(F)F)cc2S(=O)(=O)N1C(C)(C)C,2,-21,-4,4,-12,5,0.3,1,-3,-12
CCc1cccc(NC(=O)NC(=O)Cn2nnc(C(=O)OC)c2C(=O)OC)c1,0,0,-1,4,-9,-1,-0.1,-10,3,0
CCOC(=O)c1c(NC(=S)N2CCCCC2)sc2c1CCN(C(=O)OCC)C2,-7,-2,1,-3,3,-8,-0.2,4,-3,-14
Cc1ccccc1CNC(=O)Nc1cccs1,1,-3,0,-4,2,4,0.2,0,0,-11
N#CC1(NC(=O)Cn2ncc(Cl)c(Cl)c2=O)CCCCC1,-4,1,-5,-1,-11,-15,-0.2,6,-1,13
COC(=O)c1ccc(NC(=O)CSc2nn3c(=O)c(C)nnc3s2)cc1,0,8,2,0,-14,-13,1.2,-4,-6,4
COc1ccc(C(=O)N2N=C(c3ccccc3)CC2(O)C(F)(F)F)cc1 (configuration not stated),2,6,-5,3,-12,0,0.4,0,-2,4
CC1(C)C(=O)N(c2ccccc2Cl)C(=O)c2ccccc21,1,-3,-2,-3,8,-9,-0.4,4,0,7
C=C(C)CNC(=S)Nc1cccc(S(=O)(=O)NC2=NCCC2)c1,-2,-3,-4,1,-8,-4,0.1,-7,3,-4

Compound profiles, as listed above. Order of screens: ADAM17 inh, ARFGAP1 inhibitor, Tn6 DDE FP, PLCg1 inh, TDP2 absorb, ADAM10 inh, KLK7 zymogen act, Tn7 DDE FP, LEDGF integ inh, ASAP1 GAP inh
Cc1ccccc1CNC(=O)Nc1cccs1 across the screens: 1, -3, 0, -4, 2, 4, 0.2, 0, 0, -11
COc1ccc(C(NC(=O)c2ccc(F)cc2)c2ccccc2)cc1 (configuration not stated) across the screens: -1, 5, 7, 3, -3, 1, 0.6, 5, 4, 10
COc1ccc(-c2noc(CCC(=O)NC3CCCC3)n2)cc1 across the screens: -5, -2, -1, -1, 15, 1, 0.1, 5, -3, -4
CCOC(=O)c1c(NC(=S)N2CCCCC2)sc2c1CCN(C(=O)OCC)C2 across the screens: -7, -2, 1, -3, 3, -8, -0.2, 4, -3, -14

Compounds above with a Cl atom (4):
compound,ADAM17 inh,ARFGAP1 inhibitor,Tn6 DDE FP,PLCg1 inh,TDP2 absorb,ADAM10 inh,KLK7 zymogen act,Tn7 DDE FP,LEDGF integ inh,ASAP1 GAP inh
O=C(CCc1nc2sc3c(c2c(=O)[nH]1)CCCC3)Nc1ccccc1Cl,-5,1,2,-14,5,-14,-0.3,-1,3,-10
O=C(CCN1C(=O)[C@@H]2Cc3ccccc3CN2C1=O)NCc1ccc(Cl)cc1,-8,-7,-4,1,-3,-4,-0.4,-3,1,-2
N#CC1(NC(=O)Cn2ncc(Cl)c(Cl)c2=O)CCCCC1,-4,1,-5,-1,-11,-15,-0.2,6,-1,13
CC1(C)C(=O)N(c2ccccc2Cl)C(=O)c2ccccc21,1,-3,-2,-3,8,-9,-0.4,4,0,7

Additional structures follow:
compound,ADAM17 inh,ARFGAP1 inhibitor,Tn6 DDE FP,PLCg1 inh,TDP2 absorb,ADAM10 inh,KLK7 zymogen act,Tn7 DDE FP,LEDGF integ inh,ASAP1 GAP inh
COC(=O)c1cc(OC)c(OC)cc1NC(=O)CCN1C(=O)C2CCCCC2C1=O (configuration not stated),-6,9,-1,-2,1,-21,0.5,-2,5,0
CC(NC(=O)c1cc(COc2ccc3ncccc3c2)on1)c1ccc(F)cc1 (configuration not stated),6,-8,2,7,-18,8,0.8,-2,8,-5
COc1ccc(S(=O)(=O)Cc2ccc(C(=O)N3CCN(c4ncccn4)CC3)o2)cc1,-3,-6,-2,-1,0,-12,0.8,-9,1,16
COc1ccc(C)cc1Nc1ccc(C(=O)O)cc1[N+](=O)[O-],-3,-5,-1,2,-5,6,0.6,-4,2,0
COC(=O)C[C@H]1CC[C@H]2[C@H](COc3ccc(NC(=O)Cc4cccs4)cc3C(=O)N2C)O1,0,x,4,5,-1,4,0.1,-2,8,x
CCN(CC)CCN1C(=O)c2oc3ccccc3c(=O)c2C1c1cccc(Br)c1 (configuration not stated),-2,-12,0,-21,-5,-10,0.3,0,2,0
COc1ccc(CNC(=O)C2CCN(c3nn4c(=O)cc(C)nc4s3)CC2)cc1,0,-4,3,-2,15,-13,-0.1,-4,-3,11
CO[C@@H]1[C@H](O)CC[C@]2(O)CN(c3ccccc3)[C@](C)([C@H](O)CC=C(C)C)[C@@H]12,4,-1,5,-5,0,-14,0.8,-4,0,2
COc1ccccc1OCC(=O)NNC(=O)c1cccs1,3,-4,-6,2,-9,-1,0.0,7,-6,-16
O=C(NCC(c1cccs1)N1CCOCC1)c1ccc(Cl)c([N+](=O)[O-])c1 (configuration not stated),-1,-4,3,2,-3,-8,0.1,0,-2,1
CCOc1ccc(CCNC(=O)COC(=O)c2ccc(S(C)(=O)=O)cc2)cc1OCC,-3,-4,6,0,-10,2,0.5,-7,3,-7
CC(C)(C)NC(=O)C(c1cccnc1)N(C(=O)c1ccc(Cl)nc1)C1CCCC1 (configuration not stated),-2,-1,-5,1,6,0,0.7,-4,1,6
Cc1ccccc1NC(=S)c1ccc2ccccc2n1,2,1,-10,0,0,4,-0.7,-3,1,-6
COc1cccc2c1CCC(NC(C)=O)C2=O (configuration not stated),-9,-8,-4,-24,9,-41,1.8,0,0,6
C=CCN1C=CC(=O)CC1,-2,-7,3,0,5,0,0.2,-14,-2,-2
O=C(NCCN1CCN(Cc2ccccc2)CC1)Nc1cc(Cl)cc(Cl)c1,0,0,1,3,4,8,-0.3,6,1,-16
COc1ccc(-n2nnnc2C(c2cccc3ccccc23)N2CCN(C/C=C/c3ccccc3)CC2)cc1 (configuration not stated),5,5,0,1,1,12,0.7,0,3,-8
COc1ccc(Cl)cc1S(=O)(=O)NCc1cccs1,-2,3,1,7,-1,9,-0.1,7,-2,3
Cc1cc(C)nc(CCNC(=O)c2cc(COc3ccccc3)on2)n1,1,-8,-1,-3,13,2,0.2,-1,3,-1
CCOCCc1nnc(NC(=O)C2CC(=O)N(CCc3ccc(F)cc3)C2)s1 (configuration not stated),1,16,6,1,-1,6,0.8,2,2,3
O=C(CCCn1c(SCC(=O)NCC2CCCO2)nc2ccccc2c1=O)NCc1ccccc1 (configuration not stated),-1,4,-12,2,-8,1,-0.1,1,1,-1
O=[N+]([O-])c1ccc(CSc2nnc3ccccn23)cc1,-1,4,0,0,-3,-3,-0.3,-3,0,9
CCOc1ccc(CN2CCC(n3nccc3NC(=O)c3ccccc3OC)CC2)cc1,-3,8,2,1,6,-3,-0.2,-1,-1,-7
CCc1ccc(-c2cc(C)no2)cc1S(=O)(=O)NCCN1CCC(C)CC1,-4,9,-9,0,-5,-9,0.2,1,3,-7
O=C(OCC(O)C(O)C(O)C(SCc1ccccc1)SCc1ccccc1)c1ccccc1 (configuration not stated),7,-6,-1,2,-6,15,0.5,-7,0,-5
Cc1ccc(-c2noc(/C=C/c3ccccc3)n2)cc1,-4,-7,4,-2,4,-3,-0.9,1,-2,-2
Cc1nnc(SCC(=O)Nc2sc3c(c2C#N)CCCC3)[nH]c1=O,-3,17,-5,-8,2,-4,-0.7,7,2,3
CC(C)[C@H](NC(=O)c1ccco1)C(=O)OCC(=O)Nc1ccc(F)cc1,1,18,3,1,2,-4,-0.4,-8,3,2
COc1nc(OC)nc(N2CCC(C(=O)Nc3cccc4ccccc34)CC2)n1,2,10,0,-3,-7,6,0.3,-1,-3,0
